CatS block: human cathepsin S inhibition; P25774; recombinant cathepsin S, AMC dipeptide fluorescence, pooled mixtures; inhibition, %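 (tested at 5 µM per compound within 10-compound mixtures)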; 62,000 tested, 0.06% active; in the data active = inhibition above about 32%, passing the limit was not always enough;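 also: 0% = enzyme without compound and 100% = blank without enzyme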
C1s inh: human complement C1s inhibition | 62,000 tested, 0.16% active | P09871 | mean inhibition % of two 10-compound mixtures (hits give high values), % at 5 µM (by protocol) | AID 538 | purified C1s, fluorogenic AMC substrate, pooled mixtures;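 active = inhibition above 20% in each of the two 10-compound mixture wells holding the compound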;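 also: 0% = enzyme wells lacking compound mixture and 100% = no-enzyme blank wells; some compounds called inactive have numbers as strong as hits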
CatL inh: blocks human cathepsin L protease activity; inhibition, %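 (tested at 10 µM)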; P07711; purified cathepsin L, fluorogenic substrate, fluorescence; 58,000 tested, 0.17% active; in the data active = inhibition above about 45%;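 also: 0% = enzyme with no compound and 100% = no enzyme blank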
ROCK2 inh: inhibitors of human Rho kinase 2; purified ROCK2, Kinase-Glo ATP depletion luminescence; inhibition, % at 6 µM; 60,000 tested, 0.35% active; AID 604;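 active = inhibition above the screen-wide mean inhibition plus 3 SD, cut at about 18% in these data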;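 also: plate controls were DMSO wells for no effect and Y-27632 control wells after no-enzyme background subtraction for full effect; many of its hits are not listed in these tables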
JNK3 blocker: inhibitors of human JNK3 kinase. purified JNK3 kinase activity, HTS. inhibition, % at 8 µM. 60,000 tested, 0.61% active. AID 746; in the data active = inhibition above about 17%;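 also: 0% = DMSO and 100% = reference inhibitor; many of its hits are not listed in these tables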
FXIa inh mix: blocks human factor XIa in pooled compound mixtures; inhibition, % at 5 µM; purified FXIa, fluorogenic substrate; AID 680; P03951; 62,000 tested, 0.19% active;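 also: each value is inhibition by a whole ten-compound pool holding the compound; 0% = enzyme with no mixture and 100% = wells lacking enzyme; strong numbers were not always called active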
Target sequence (P03951 19-387 limits assumed): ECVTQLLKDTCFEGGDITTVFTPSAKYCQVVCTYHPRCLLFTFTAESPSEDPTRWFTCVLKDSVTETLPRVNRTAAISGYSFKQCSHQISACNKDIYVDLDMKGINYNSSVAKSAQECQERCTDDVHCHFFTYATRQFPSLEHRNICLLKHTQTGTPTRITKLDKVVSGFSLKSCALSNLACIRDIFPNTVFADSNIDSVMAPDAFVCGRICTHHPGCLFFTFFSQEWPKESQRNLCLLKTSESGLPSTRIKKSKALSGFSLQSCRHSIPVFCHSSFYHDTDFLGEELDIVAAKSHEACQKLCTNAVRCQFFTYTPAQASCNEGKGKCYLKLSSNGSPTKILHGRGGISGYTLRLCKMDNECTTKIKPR
Target sequence (P03951 388-625 limits assumed): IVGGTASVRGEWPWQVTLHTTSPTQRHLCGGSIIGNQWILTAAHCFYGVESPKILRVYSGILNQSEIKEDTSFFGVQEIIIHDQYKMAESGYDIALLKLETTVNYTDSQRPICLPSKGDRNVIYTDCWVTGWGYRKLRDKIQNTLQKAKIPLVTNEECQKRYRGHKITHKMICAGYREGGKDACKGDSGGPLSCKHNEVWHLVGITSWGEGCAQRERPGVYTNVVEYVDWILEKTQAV
Cathepsin G inh: blocks human cathepsin G enzyme activity; purified enzyme, AMC-tetrapeptide fluorescence, pooled mixtures; 62,000 tested, 0.2% active; AID 581; P08311; inhibition, % at 5 µM (by protocol);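 active = inhibition above 20% in each of the two mixture wells holding the compound; inactive = inhibition of 20% or less in either well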;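 also: 0% = enzyme control without mixture and 100% = blank lacking enzyme; strong numbers were not always called active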
Target sequence (P08311 21-244 limits assumed): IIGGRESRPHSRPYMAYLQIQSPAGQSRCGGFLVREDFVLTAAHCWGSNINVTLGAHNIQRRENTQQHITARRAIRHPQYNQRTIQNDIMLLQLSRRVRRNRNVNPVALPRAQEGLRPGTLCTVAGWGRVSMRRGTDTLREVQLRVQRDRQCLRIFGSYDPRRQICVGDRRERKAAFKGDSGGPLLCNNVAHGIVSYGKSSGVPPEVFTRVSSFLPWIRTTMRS
FXIIa inh mix: factor XIIa (human) inhibition, mixture screen; P00748; purified FXIIa, fluorogenic substrate, pooled mixtures; inhibition, % at 5 µM; 62,000 tested, 0.2% active; AID 684;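 also: 0% = enzyme without compound and 100% = no enzyme blank; some results filed as inactive read as strong as hits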
PKA inh: inhibitors of human protein kinase A; P17612; PKA Kemptide phosphorylation, Kinase-Glo ATP luminescence; inhibition, % at 6 µM; 65,000 tested, 0.1% active; AID 524;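 active = inhibition above the screen-wide mean inhibition plus 3 SD, cut at about 21% in these data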; also: many of its hits are not listed in these tables
Active calls of the source: *; . = not tested or not shown. Rule as the data show it, unless noted: active = inhibition above about 20% (passing the limit was not always enough); inactive = the rest.

Each structure is followed by: CatS block, C1s inh, CatL inh, ROCK2 inh, JNK3 blocker, FXIa inh mix, Cathepsin G inh, FXIIa inh mix, PKA inh
O=C1CC(c2cc3c(cc2Br)OCO3)C2=C(CCCC2=O)N1 (centres undefined)
→ -2.4, 4.7, -5.5, 1.0, 1.8, 9.9, 14.3, 4.3, -6.6
COc1ccc(NC(=O)C2=C(C)NC(=O)NC2c2cccc(OC)c2OC)c(OC)c1 (centres undefined)
→ 10.8, -10.3, ., ., ., -1.0, -0.7, 2.2, .
CC(c1ccco1)N(Cc1ccco1)C(=O)Nc1ccccc1 (centres undefined)
→ 12.2, -12.6, 13.5, ., ., 1.2, -11.3, -16.9, 8.1
O=C(CCNc1n[nH]c(=O)[nH]c1=O)N1CCCCC1
→ 6.6, 5.0, -14.9, 3.8, 5.5, 12.4, -2.4, 15.3, -5.4
O=C(COc1ccc(Cl)cc1)NCc1nnc(SCC(=O)c2ccccc2)o1
→ -9.8, 6.2, 16.4, ., ., 6.4, 9.1, 5.6, 1.4
CCOc1ccc(N(CC(=O)NC2CCCC(C)C2C)S(=O)(=O)c2c(C)noc2C)cc1 (centres undefined)
→ 2.3, -6.5, -2.9, 1.8, -0.4, 4.4, -17.6, 1.3, 3.3
O=C(c1cn(-c2ccccc2)nc1-c1cccnc1)N1CCCCC1
→ -6.1, -1.8, -7.1, ., ., 8.6, 8.7, 8.3, 4.2
CC(=O)c1c(C)[nH]c(C(=O)OCC(=O)Nc2cc(C(F)(F)F)ccc2N2CCOCC2)c1C
→ -17.5, -30.6, 3.5, -5.6, 1.0, -22.9, -26.2, 10.4, 2.8
Cc1ccc(SC(C)C(=O)NCC(C)C)cc1 (centres undefined)
→ 1.7, -17.0, -2.4, 1.2, 2.3, 6.4, 8.2, 4.5, 2.8
O=C(Nc1ccc2c(c1)OCCO2)C1CCN(C(=O)c2ccc(F)cc2)CC1
→ -2.0, 17.3, 18.9, 2.7, -7.1, 3.1, 15.6, 8.5, -0.1

Entries of single compounds, looked up by structure:
`O=C(CCNc1n[nH]c(=O)[nH]c1=O)N1CCCCC1` is listed with CatS block: 6.6; C1s inh: 5.0; CatL inh: -14.9; ROCK2 inh: 3.8; JNK3 blocker: 5.5; FXIa inh mix: 12.4; Cathepsin G inh: -2.4; FXIIa inh mix: 15.3; PKA inh: -5.4
`CCOc1ccc(N(CC(=O)NC2CCCC(C)C2C)S(=O)(=O)c2c(C)noc2C)cc1` (centres undefined) is listed with CatS block: 2.3; C1s inh: -6.5; CatL inh: -2.9; ROCK2 inh: 1.8; JNK3 blocker: -0.4; FXIa inh mix: 4.4; Cathepsin G inh: -17.6; FXIIa inh mix: 1.3; PKA inh: 3.3

Carrying on:
Each structure is followed by: CatS block, C1s inh, CatL inh, ROCK2 inh, JNK3 blocker, FXIa inh mix, Cathepsin G inh, FXIIa inh mix, PKA inh
COc1ccc(CC(=O)Nc2c3c(nn2-c2cccc(Cl)c2)CS(=O)(=O)C3)cc1
→ -12.4, -36.4, 2.7, ., ., 4.4, -4.4, 9.8, 3.8
NC(=O)CSc1ncnc2c1oc1ccccc12
→ 7.6, -49.1, ., 3.2, -1.5, -6.1, -3.7, 8.5, 7.2
Fc1cccc(NCc2cn3ccccc3n2)c1
→ 1.5, -10.8, -1.6, -4.3, -0.8, 9.6, 1.2, 3.2, 0.3
CCOC(=O)N1CCN(C(c2ccc(C)cc2)c2sc3nc(C)nn3c2O)CC1 (centres undefined)
→ -4.2, 16.6, -4.2, 1.4, -1.4, 8.7, 9.8, -4.5, -0.1
O=C(NCc1cccs1)N[C@@H](Cc1ccccc1)C(=O)O
→ 2.1, 17.4, -3.8, -6.2, -0.2, 5.4, 15.1, -0.1, -5.6
Cc1cccc(CC(=O)Nc2cc(=O)n(C)c(=O)n2C)c1
→ 15.9, 0.7, 10.4, -1.9, 0.1, -3.9, 9.7, -18.6, -7.2
CN(CCCNC(=O)c1cn(C)c2ccc(S(=O)(=O)N(C)C)cc2c1=O)c1ccccc1
→ 0.3, 4.2, 18.6, -5.0, 11.2, 5.4, -6.6, 9.9, -5.4
Cn1c(=O)c2[nH]cnc2n(-c2ccccc2)c1=O
→ -1.2, 10.0, -7.7, -2.9, 0.2, 5.3, 12.8, -1.6, -2.6
Cc1cc(C)nc(-n2nc(C)cc2NC(=O)CN2CCC(C)CC2)n1
→ -4.0, 8.3, -2.3, ., ., 4.7, 7.2, 8.6, -0.1
C[C@H](NC(=O)Nc1ccccc1F)C(=O)O
→ -10.2, 12.3, 0.9, 1.1, -3.5, 3.0, 13.0, 0.3, -3.7

(further entries)
smiles,CatS block,C1s inh,CatL inh,ROCK2 inh,JNK3 blocker,FXIa inh mix,Cathepsin G inh,FXIIa inh mix,PKA inh
CCOC(=O)C1=C(C)NC(=O)NC1c1ccc(OCC(=O)N2CCCCC2)cc1 (centres undefined),-4.4,10.0,-1.0,-0.6,-1.0,9.2,5.3,-15.6,2.8
Cc1nnc(NC(=O)C2CCN(c3nnnn3-c3ccccc3)CC2)s1,-2.6,4.0,-4.0,6.8,2.7,4.2,9.2,9.9,11.6
Cc1c(C(=O)Nc2ccc(-n3cnnn3)cc2)oc2ccccc12,4.0,-12.4,3.9,3.5,-0.5,6.6,10.2,9.3,-7.0
COC(=O)c1ccccc1S(=O)(=O)N1CCC(c2nc3ccccc3o2)CC1,-5.9,-2.8,7.8,.,.,6.2,8.7,9.1,5.7
CCCc1nnc(NC(=O)NCCN2C(=O)C3C4C=CC(C4)C3C2=O)s1 (centres undefined),3.1,-22.1,-2.8,-3.5,-5.4,-0.4,-13.9,5.1,1.9
CCOC(=O)c1cc2c(=O)n3ccccc3nc2n(Cc2ccco2)c1=NC(=O)c1cccnc1,2.8,-83.8,-54.7,.,.,-15.8,-2.6,-1.6,2.3
Cn1c(COc2ccc(Cl)cc2)nnc1SCc1ncc(-c2ccccc2)o1,-7.5,13.8,10.3,1.6,-1.2,10.7,7.3,2.7,-1.6
COC(=O)c1cc(=O)nc2sccn12,-1.5,33.0,-10.9,.,.,6.1,11.1,-2.2,9.1
O=C1NC2=C(C(=O)c3ccccc32)C(c2ccccc2)N1 (centres undefined),-2.3,-31.9,20.1,9.1,26.9*,-4.0,3.0,5.1,13.7
CC(C)(C)C1CCc2onc(C(=O)Nc3cccnc3)c2C1 (centres undefined),17.1,17.2,13.4,0.3,3.3,11.2,10.7,4.9,-0.3
CCc1ccccc1NC(=O)N1C2CCCC1CC(NC(=O)C(C)(C)C)C2 (centres undefined),-5.6,-1.2,-18.4,-5.7,0.5,5.4,0.3,3.9,-7.1
CCOc1ccccc1N(CC(=O)NCc1ccc(OC)cc1)S(C)(=O)=O,-3.7,-1.9,1.1,-0.2,-0.7,-1.5,0.8,6.5,5.0
Cc1ccc(-c2nnn(CC(=O)N(CC(=O)NCC3CCCO3)c3ccccc3)n2)o1 (centres undefined),1.1,5.3,13.0,7.0,-5.7,7.2,12.0,-23.4,6.3
CCCCNC(=O)N1CCOCCOCCN(C(=O)NCCCC)CCOCC1,.,.,7.3,1.8,-3.6,.,.,.,-1.2
COc1ccc(NC(=O)c2ccccc2C)c(OC)c1,2.9,9.0,10.0,6.2,2.5,3.5,6.1,-2.1,5.7

Reprinted from the part before: two entries, followed by the next part.
smiles,CatS block,C1s inh,CatL inh,ROCK2 inh,JNK3 blocker,FXIa inh mix,Cathepsin G inh,FXIIa inh mix,PKA inh
CCCCNC(=O)N1CCOCCOCCN(C(=O)NCCCC)CCOCC1,.,.,7.3,1.8,-3.6,.,.,.,-1.2
COc1ccc(NC(=O)c2ccccc2C)c(OC)c1,2.9,9.0,10.0,6.2,2.5,3.5,6.1,-2.1,5.7
COCCN1C(=O)C(O)=C(C(C)=O)C1c1ccc(F)cc1 (centres undefined),-1.8,-12.8,3.6,3.2,1.4,-5.2,7.2,0.9,8.6
COc1ccccc1NC(=O)CCNC(=O)Cn1ccc2ccccc2c1=O,-4.0,-12.9,-4.7,.,.,4.4,-2.1,2.7,3.8
COc1ccc(C2=Nn3c(nnc3-c3ccccn3)SC2)cc1,.,.,13.8,-1.0,-0.3,.,.,.,-5.2
Cc1ccc(-c2nnc(N(C)C(=O)c3ccccn3)s2)cn1,10.3,3.0,4.3,-4.3,-9.2,-3.5,10.4,8.1,0.8
CCc1ccc(OCC(=O)OC2CCS(=O)(=O)C2)cc1 (centres undefined),-5.8,-27.1,-1.6,.,.,5.7,0.0,6.1,1.4
CCOCC(=O)NCc1ccc2c(c1)cc(C)n2C,6.3,-4.3,2.4,6.5,1.8,0.3,7.0,5.6,5.0
O=C1OCCC1Sc1nc2ccccc2n1Cc1ccccc1 (centres undefined),6.1,-7.0,23.0,.,.,2.2,1.6,-13.7,7.2
CCOC(=O)c1ccc(NC(=O)CSc2nnc(Cc3cccs3)n2C)cc1,10.5,-2.6,-10.1,-4.4,-1.7,9.3,1.7,3.9,-9.4
CN(C(=O)c1ccc2c(=O)n3c(nc2c1)CCCCC3)c1ccccc1,5.4,10.8,4.1,1.7,-2.7,4.2,12.2,5.6,-0.1
O=C(O)c1cc(Cl)c(Cl)cc1C(=O)N1CCOCC1,10.5,-19.8,3.8,3.5,2.9,5.8,-2.4,13.8,6.8
O=c1[nH]cnc2sc3c(c12)CCCC3,4.8,7.7,22.7,17.4,16.2,2.7,7.1,-0.7,8.0
O=C1NC(=O)C2(CCc3ccccc32)N1 (centres undefined),1.1,11.0,-5.0,-1.9,-0.8,4.9,6.2,3.5,0.7
CC(=O)c1cccc(NC(=O)COc2nsnc2N2CCOCC2)c1,-3.1,-0.5,-8.4,-4.0,-5.6,0.1,-3.2,9.3,-2.4
COC(=O)c1cc(NC2c3ccccc3C(=O)N2c2ccc(Cl)cn2)cc(C(=O)OC)c1 (centres undefined),-10.3,18.2,.,2.6,1.5,3.5,11.8,-0.1,-3.5
COc1ccc(OC)c(NC(=O)Nc2ccccc2C)c1,-3.1,-38.1,-2.6,4.2,3.2,4.6,-7.6,5.0,3.6
N#CCCCSc1ncccc1-c1nc2ccccc2[nH]1,-7.9,7.7,-13.5,-1.1,-2.6,6.8,7.4,-17.5,-2.4
CCN(CC)CCN1C(=O)C(O)=C(C(=O)c2cccs2)C1c1ccc(C)o1 (centres undefined),-5.1,1.9,11.2,8.1,2.6,-1.1,6.3,1.2,7.7
O=C(CCCCCN1C(=O)c2ccccc2C1=O)Nc1ccc(S(=O)(=O)N2CCCCC2)cc1,-0.9,-26.1,1.8,3.4,0.6,6.4,1.5,-16.2,0.1
CC(=O)Nc1ccc(S(=O)(=O)N2CCC(n3cnc4cc(F)ccc43)CC2)cc1,-0.9,2.5,.,2.8,23.4*,6.9,-0.6,-11.2,0.7
Cc1cc(N(C)C)nc(SC(C)C)n1,7.2,10.4,6.6,1.3,0.1,6.9,10.9,2.5,8.1
CCSc1nnc(Nc2ccccc2)s1,-7.3,-17.8,5.8,4.5,-4.5,2.3,-5.0,3.1,6.4

Screens deposited in PubChem by several laboratories.
